Bioassay records (PubChem BioAssay)
KCNQ2 block – KCNQ2 potassium channel inhibitors, primary screen, cell-based, CHO-K1, FluxOR thallium flux, B-score (AID 2156); O88943; 20 min; hits give low values; B-score at 10 µM; actives 1.1% (n = 310,000);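 active = fluorescence ratio B-score at most minus 3 library SDs, with starting brightness B-score within 2 library SDs, cut at about -5.5 in these data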
STK33 kinase inh – inhibitors of human STK33 kinase | inhibition, % at 10 µM | purified STK33, MBP phosphorylation, ADP-Glo luminescence | AID 2661 | actives 0.073% (n = 320,000);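 active = inhibition at or above 25%, using the most active replicate where run in duplicate; inactive = inhibition below 25%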
Target sequence (Q9BYT3 whole entry, looked up): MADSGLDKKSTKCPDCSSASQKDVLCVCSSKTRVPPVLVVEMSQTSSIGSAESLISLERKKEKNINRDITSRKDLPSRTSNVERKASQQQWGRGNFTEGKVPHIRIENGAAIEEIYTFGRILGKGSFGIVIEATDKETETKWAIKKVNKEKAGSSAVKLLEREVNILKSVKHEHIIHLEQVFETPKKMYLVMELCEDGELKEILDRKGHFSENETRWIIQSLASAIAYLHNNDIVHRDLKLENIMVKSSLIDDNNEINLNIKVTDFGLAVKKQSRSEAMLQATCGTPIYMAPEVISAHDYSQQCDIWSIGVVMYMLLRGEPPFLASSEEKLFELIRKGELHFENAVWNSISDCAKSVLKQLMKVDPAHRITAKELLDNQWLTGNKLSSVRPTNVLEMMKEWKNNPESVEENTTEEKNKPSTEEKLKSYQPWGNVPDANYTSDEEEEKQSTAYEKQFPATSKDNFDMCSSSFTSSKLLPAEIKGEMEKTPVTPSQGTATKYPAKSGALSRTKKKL
OX1R FRET antag – OX1R (human) antagonism | actives 1.8% (n = 330,000) | inhibition, % at 6.6 µM | OX1R-expressing cells, FRET antagonist read-out | AID 485270 | O43613; in the data active = inhibition mostly above about 38%, no sharp cut-off; inactive = mostly below about 40%;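 also: 0% = agonist challenge alone and 100% = reference antagonist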
Target sequence (O43613 whole entry, looked up): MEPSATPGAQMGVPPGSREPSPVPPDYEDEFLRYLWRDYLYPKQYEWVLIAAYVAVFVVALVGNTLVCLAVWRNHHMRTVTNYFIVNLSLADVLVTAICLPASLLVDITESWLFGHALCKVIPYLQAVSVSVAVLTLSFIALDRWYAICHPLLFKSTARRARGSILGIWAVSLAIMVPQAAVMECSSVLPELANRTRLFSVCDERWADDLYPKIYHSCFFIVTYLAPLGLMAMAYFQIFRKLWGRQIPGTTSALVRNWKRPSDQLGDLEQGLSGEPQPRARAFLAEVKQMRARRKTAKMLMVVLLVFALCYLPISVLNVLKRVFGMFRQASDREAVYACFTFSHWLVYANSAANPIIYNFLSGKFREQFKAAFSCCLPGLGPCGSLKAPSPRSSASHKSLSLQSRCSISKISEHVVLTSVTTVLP
Starred values were filed as active, the others as inactive; i = inactive; · = no result given.

SMILES	KCNQ2 block	STK33 kinase inh	OX1R FRET antag
COc1ccc2oc(C(=O)OCC(=O)NC(C)(C#N)C3CC3)c(C)c2c1 (stereo not given)	i	-0.6	2
CCOC(=O)c1c[nH]c2c(C(=O)c3ccccc3)cc(Cl)cc2c1=O	i	8.8	·
CC(C)CCNC(=O)CSc1nnc(-c2ccc(S(=O)(=O)N3CCCC3)cc2)n1C	i	0.3	-4
Cc1cccc(CSc2nnc(CCNC(=O)OC(C)(C)C)o2)c1	i	-3.2	2
CCc1ccc(-c2cnc3nc[nH]c(=O)c3n2)cc1	i	0.0	43*
CC1(C)C([N+](=O)[O-])C(c2ccc(F)cc2)NC(c2ccc(F)cc2)C1[N+](=O)[O-] (stereo not given)	i	-0.3	4
O=C(NCc1ccc2c(c1)OCO2)c1cccc(S(=O)(=O)N2CCOCC2)c1	i	0.0	-1
O=C(COC(=O)c1cnccn1)Nc1ncc(Cl)cc1Cl	i	0.1	8
CC(=O)Cc1nsc(NC(=O)c2cccc(F)c2)n1	i	-2.8	9
COc1cccc(CNS(=O)(=O)c2ccc3c(c2)NC(=O)CS3)c1	i	-0.9	13
COC(=O)c1ccc(N2CCN(C)CC2)c(NC(=O)COc2ccc(OC)cc2)c1	i	-1.7	5
O=C1CC(=O)CC(c2ccccc2Cl)C1	i	-1.7	15
CCCc1nc2ccc(NC(=O)NCCC(=O)OCC)cc2c(=O)n1Cc1cccc(Cl)c1	i	-2.7	17
CC(=O)c1c(C)[nH]c(C(=O)NCc2ccco2)c1C	i	-0.1	8
COc1ccc(/C=C2\Oc3cc(OCC(=O)N4CCC[C@H]4CO)ccc3C2=O)c(OC)c1	i	3.0	25
COc1cc(C(=O)N2CCN=C2c2ccccc2)cc(OC)c1OC	·	-1.3	29
COC(=O)c1ccc(N2CCN(C)CC2)c(NC(=O)c2sc3ccccc3c2Cl)c1	i	0.0	3
Cc1ccc(Sc2cc(C(=O)NCCN(C)C)c3ccccc3n2)cc1	i	0.7	13
CCCOc1ccc(C(CC(=O)O)NC(=O)C(c2ccccc2)c2ccccc2)cc1 (stereo not given)	·	-1.2	9
CC(Sc1nnc(-c2ccc(C(C)(C)C)cc2)n1C)C(N)=O (stereo not given)	·	-1.3	-5
CC(C)(C)NS(=O)(=O)c1ccc(CCC(=O)NCc2ccccn2)cc1	i	-1.0	4
COC(=O)c1ccc(CN2CCN(CCCc3ccccc3)C(CCO)C2)cc1 (stereo not given)	i	-3.8	5
O=C(NC1CCCC1)c1cnn2c(C(F)(F)F)cc(-c3ccc4c(c3)OCO4)nc12	i	-0.2	14
CCOc1ccc(N2C(=O)/C(=C/c3ccccc3)N=C2SC)cc1	i	0.5	15
C=CCSc1nnc(NC(=O)CCNC(=O)c2ccco2)s1	i	-0.2	6

Additional compounds:
SMILES	KCNQ2 block	STK33 kinase inh	OX1R FRET antag
CCOC(=O)Cc1nc2ccccc2[nH]1	i	-1.9	13
CN(C)c1nc2n(c(=O)n1)C(C#N)CS2 (stereo not given)	i	-0.2	1
Cc1ccc2[nH]c(=O)c(C(c3nnnn3C(C)(C)C)N(Cc3ccco3)CC3CCCO3)cc2c1 (stereo not given)	i	1.4	24
CCn1c(SCC(=O)N2CCCC2)nnc1-c1ccco1	i	-0.5	15
O=C(O)c1ccccc1NCCO	i	-0.9	3
COC(=O)Cc1ccc(NC(=O)c2ccc(C(C)(C)C)cc2)cc1	i	-0.9	26
O=S(=O)(c1ccc(Nc2ccc(-c3ccc4c(c3)OCCO4)nn2)cc1)N1CCCC1	i	0.4	0
CCCCCN(C(=O)NC(=O)Nc1ccc(C)cc1C)S(C)(=O)=O	i	0.4	3
Nc1nnnn1CC(=O)N/N=C/c1ccc(-c2cccc(Cl)c2)o1	i	-3.1	29
Cn1nnnc1Sc1ncnc2scc(-c3ccsc3)c12	·	0.2	15
Cc1ccc2c(c1)C1CN(C)CCC1N2C(=O)COc1ccc(N(C)C(=O)c2ccccc2)cc1 (stereo not given)	i	5.3	2
CS(=O)(=O)c1ccc(Cl)c(NC(=O)c2cccc(Br)c2)c1	i	-2.0	20
C[C@@H](CSc1ccccc1)CN1CC[C@H](O)CCC1=O	i	0.1	25
COc1ccccc1CCNC(=O)C(=O)NCCC1CCCCN1S(=O)(=O)c1cccs1 (stereo not given)	i	-2.5	57*
CCOc1ccc(S(=O)(=O)N2CCC(C(=O)OC(C)C(=O)NC3CCCCC3C)CC2)cc1 (stereo not given)	·	0.0	12
COCCCNC(=O)Cn1c(=O)n(Cc2ccc(F)cc2)c(=O)c2sccc21	i	-0.2	17
CCCN(CCC)Cc1c(C(=O)N/N=C/c2ccsc2)nnn1-c1nonc1N	i	-0.5	4
CC(C)NC(=O)C(C)n1cccc1C(=O)c1ccccc1 (stereo not given)	i	0.9	10
O=S(=O)(Nc1cccc2cn[nH]c12)c1ccc(F)cc1	i	0.2	45
Cc1ccccc1-c1nc(CS(=O)(=O)CC(=O)NCCCN2CCCC2)c(C)o1	i	-0.1	1
CN(c1ccccc1)S(=O)(=O)c1cccc(NS(=O)(=O)c2ccc(/C=C/C(=O)O)cc2)c1	i	-1.1	21
CCOc1ccc(C(C(=O)NCCC(C)C)N(CCO)C(=O)c2snc(C(N)=O)c2N)cc1 (stereo not given)	i	0.1	4
Cc1cccc(OCC(=O)N/N=C\c2cc3c(cc2[N+](=O)[O-])OCO3)c1C	i	-1.8	15
O=C1CCc2cc(S(=O)(=O)N3CCN(c4cccc(Cl)c4)CC3)ccc2N1	i	-0.9	4
O=C(Nc1ccc(S(=O)(=O)Nc2ncccn2)cc1)c1ccccc1Br	i	8.4	4

By substructure, the entries above with a furan ring, fused or not (six)
SMILES	KCNQ2 block	STK33 kinase inh	OX1R FRET antag
COc1ccc2oc(C(=O)OCC(=O)NC(C)(C#N)C3CC3)c(C)c2c1 (stereo not given)	i	-0.6	2
CC(=O)c1c(C)[nH]c(C(=O)NCc2ccco2)c1C	i	-0.1	8
C=CCSc1nnc(NC(=O)CCNC(=O)c2ccco2)s1	i	-0.2	6
Cc1ccc2[nH]c(=O)c(C(c3nnnn3C(C)(C)C)N(Cc3ccco3)CC3CCCO3)cc2c1 (stereo not given)	i	1.4	24
CCn1c(SCC(=O)N2CCCC2)nnc1-c1ccco1	i	-0.5	15
Nc1nnnn1CC(=O)N/N=C/c1ccc(-c2cccc(Cl)c2)o1	i	-3.1	29

(listing goes on)
SMILES	KCNQ2 block	STK33 kinase inh	OX1R FRET antag
Cc1cccc(S(=O)(=O)N2CCN(Cc3ccc4c(c3)OCO4)CC2)c1	i	-0.1	14
COc1ccc(-n2cnc3scc(-c4ccc(OC)c(OC)c4)c3c2=O)cc1	i	-1.0	18
O=[N+]([O-])c1cccc(-n2cc3ccc([N+](=O)[O-])cc3n2)c1	·	0.7	0
COc1ccc(C2C(C(=O)NC(C)C)c3ccccc3C(=O)N2C)cc1OC (stereo not given)	i	0.0	10
O=C(O)c1cc([N+](=O)[O-])ccc1NCc1ccccc1Cl	i	0.4	42
Cc1cccc(NC(=O)NNC(=O)COc2ccc3ccccc3c2)c1	i	-0.4	9
O=C(c1ccccc1)C(O)C(c1ccccc1)N1CCOCC1 (stereo not given)	i	0.0	0
CSCC[C@H](NC(=O)[C@@H]1Cc2ccccc2CN1)C(=O)NC1CCCCC1	i	1.5	2
CCOC(=O)N1CCN(S(=O)(=O)c2cc(Br)cc3c2N(C(=O)CC)CC3)CC1	i	-2.3	4
CC(=O)c1c(C)[nH]c(C(=O)COC(=O)CN(C)S(=O)(=O)c2ccc(Cl)cc2)c1C	i	0.0	27
COc1ccc(CCNC(=O)c2cc(C(C)C)on2)cc1OC	i	1.1	4
Cc1ccc(/C=N/NC(=O)c2cccc([N+](=O)[O-])c2)o1	i	-0.4	28
O=C(OCc1cnc(Cl)s1)c1c(F)cccc1F	i	-0.5	25
O=P(C(=NCCO)NO)(N1CCOCC1)N1CCOCC1	i	0.2	-13
Cc1ccc(-c2cc(C(=O)Nc3ccc(S(=O)(=O)Nc4ncccn4)cc3)[nH]n2)c(O)c1C	i	-1.8	9
CCCC1(c2ccccc2)NC(=O)N(C/C=C/Cl)C1=O (stereo not given)	i	-0.7	8
COc1ccc(NC(=O)NCc2ccncc2)cc1	i	-0.4	5
COc1ccc(C2NC(=O)CCC2[N+](=O)[O-])cc1OC (stereo not given)	i	-0.7	1
CN1CCN(CCCNC(=O)c2cc3c(=O)oc4ccccc4c3s2)CC1	·	2.2	51
CCN(Cc1cc(=O)n2ccsc2n1)Cc1nc2cc(OC)c(OC)cc2c(=O)[nH]1	i	-0.1	15
COC(=O)N/N=C/c1cccc(OC(=O)c2ccc3c(c2)OCO3)c1	i	2.0	18
COc1ccc(-c2nnc(N3CCOCC3)c3ccccc23)cc1	i	0.2	20
CC(=O)Nc1ccc(-c2csc(NC(=O)C3=COCCO3)n2)cc1	i	-2.0	15
CCC(C(=O)NCc1ccc(F)cc1)n1nc(C)n2c(cc3occc32)c1=O (stereo not given)	i	0.8	12
Cn1c(=O)c2cn3c(c2n(C)c1=O)C(c1ccccc1)CC(c1ccccc1)=N3 (stereo not given)	i	-14	36

Brought forward from above: 4 entries, followed by the next part.
SMILES	KCNQ2 block	STK33 kinase inh	OX1R FRET antag
COc1ccc(-c2nnc(N3CCOCC3)c3ccccc23)cc1	i	0.2	20
CC(=O)Nc1ccc(-c2csc(NC(=O)C3=COCCO3)n2)cc1	i	-2.0	15
CCC(C(=O)NCc1ccc(F)cc1)n1nc(C)n2c(cc3occc32)c1=O (stereo not given)	i	0.8	12
Cn1c(=O)c2cn3c(c2n(C)c1=O)C(c1ccccc1)CC(c1ccccc1)=N3 (stereo not given)	i	-14	36
O=[N+]([O-])c1ccc(N2CCN(C(=S)NC3CCCCC3)CC2)cc1	i	1.1	64
CN(NC1OC(=O)c2ccccc21)c1ccc(C(F)(F)F)cc1[N+](=O)[O-] (stereo not given)	i	-0.4	15
COc1cccc(C2/C(=C(\O)c3ccc4c(c3)OCCO4)C(=O)C(=O)N2CCN(C)C)c1 (stereo not given)	·	-1.5	24
Clc1ccc(-c2nnc(-c3cccnc3)o2)cc1	i	-1.4	9
O=C(CCNS(=O)(=O)c1cccc2nsnc12)N1CCc2ccccc21	i	-0.6	95*
CC1CC(=O)N(C)c2ccc([N+](=O)[O-])cc2N1 (stereo not given)	i	-2.9	45
COc1ccc(Sc2ccccc2CN(C)C)cc1OC	i	-0.6	10
CC(=O)c1c(CSc2ccccc2)oc2ccc(O)c(CN(C)C)c12	i	0.2	-2
O=S(=O)(NCC(c1ccc2c(c1)OCO2)N1CCOCC1)c1ccc(Cl)cc1 (stereo not given)	i	-2.5	12
Cn1cc(Br)c(C(=O)NNC(=O)Nc2ccccc2C(F)(F)F)n1	i	-1.0	7
O=C(Nc1ncnc2c1C(c1ccccc1)c1c(ccc3ccccc13)O2)c1ccccc1 (stereo not given)	·	-0.6	14
Cc1cc(=O)oc(C)c1C(=O)NC12CC3CC(CC(C3)C1)C2	i	-0.7	6
Cn1cnnc1SCC(=O)NCCc1ccccc1	i	-2.0	6
CC(C)CC(=O)Nc1ccc(C(=O)Cn2nc(C(=O)O)c3ccccc3c2=O)cc1	i	1.0	16
Cc1cc(C(=O)N/N=C\c2cc(C(C)(C)C)ccc2O)n[nH]1	i	1.6	14
COC1C=CC(CNC(=O)c2cc3c(=O)n4cccc(C)c4nc3n2C)(OC)O1 (stereo not given)	i	4.1	34
CCc1ccc(C(=O)OCC(=O)N(CC)c2c(N)n(Cc3ccccc3)c(=O)[nH]c2=O)cc1	·	-1.6	6
Cc1cccc(C)c1NC(=O)NC1(C(=O)N2CCN3CCCC3C2)CCCCC1 (stereo not given)	i	-0.5	22
CC(C)(C)n1ncc2c(=O)n(CC(=O)Nc3ccc4c(c3)OCO4)cnc21	i	0.5	15
COc1cc(S(=O)(=O)NCc2ccc3c(c2)OCO3)ccc1Cl	i	-2.0	-2
COc1ccc(-c2cc(C)no2)cc1S(=O)(=O)N1CCOc2ccc(Cl)cc21	i	-1.6	9
C/C=C(/C)C(=O)O[C@@H]1Cc2c(ccc3ccc(=O)oc23)OC1(C)C	·	-0.8	11
Cn1c(N)c(C(=O)COC(=O)CSc2ccccc2)c(=O)n(C)c1=O	i	0.0	5
COc1cc(O)c(C(CCN2CCCC(C)C2)c2ccc(N(C)C)cc2)c(OC)c1 (stereo not given)	i	-0.6	20
Cc1ccc(-n2ncc(C#N)c2/N=C/N2CCCCCC2)cc1	i	0.9	-4

Remaining list, next part:
SMILES	KCNQ2 block	STK33 kinase inh	OX1R FRET antag
COc1ccc(CSc2nc3nc(C)cc(C)n3n2)cc1F	i	-1.0	-4
CCOc1ccc(CCNC(=O)c2cccc(NC3=NC4CS(=O)(=O)CC4S3)c2)cc1 (stereo not given)	i	-0.6	2
COc1ccc(CN(C)C(=O)Cn2ccc(NC(=O)OCc3ccccc3)nc2=O)cc1OC	·	-0.5	4
O=C(OC1CCOC1=O)c1cccc(S(=O)(=O)N2CCc3ccccc3C2)c1 (stereo not given)	i	-0.5	3
Nc1nonc1-n1nnc(C(=O)N/N=C/c2ccccc2)c1CN1CCc2ccccc21	i	-0.4	13
N#Cc1ccccc1NC(=O)c1ccccc1OCC(=O)NCc1ccco1	i	0.3	7
COc1cc(-c2nc(-c3cccc(C(F)(F)F)c3)no2)cc(OC)c1OC	i	-0.7	9
Cc1cc(C)nc(N/N=C/c2ccc(Cl)cc2)n1	i	-0.2	8
O=C(CN1C(=O)C2CC=CCC2C1=O)Nc1nnc(SCc2ccc(F)cc2)s1 (stereo not given)	i	-1.3	14
CN(CC(=O)NCCc1ccc(S(N)(=O)=O)cc1)CC(=O)Nc1ccc(F)c(F)c1F	·	-2.4	-2
